# procasp3 activ: activates human procaspase-3; recombinant procaspase-3 D3A, Ac-DEVD-pNA absorbance 405 nm; activation, % at 8.5 µM; 330,000 compounds, 0.11% hits;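 active means activation above the mean of all tested compounds plus 3 SD, cut at about 21% in these data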;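 further: 0% = DMSO alone and 100% = DMSO wells spiked with extra 5 µM PC-3 D3A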
#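 Assay system: Procaspase-3 D3A mutant, all three cleavage aspartates alanine. Buffer or medium: Zinc-free HEPES saline buffer with Triton X-100. Times: 1 h compound preincubation, 2 h substrate hydrolysis at 25 °C. Measured by: 405 nm absorbance of p-nitroaniline, reads at 0 and 120 min. Read-out basis: percent activation relative to control range. Replicates: singlicate.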
# CTSL1 counter: cathepsin L1 inhibition, PFM18AAP counter-screen | 300,000 compounds, 0.49% hits | AID 1906 | recombinant F. hepatica cathepsin L1, Z-Leu-Arg-MCA fluorescence | inhibition, % at 5.96 µM;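 active means inhibition above the mean of all tested compounds plus 3 SD, set per screening campaign, cut at about 17% in these data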;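 further: 0% = plate median of test compound wells and 100% = 1 µM Z-Phe-Ala-diazomethylketone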
# PP1 counter: PP1-alpha (human) inhibition in PP5 counter-screen | P62136 | purified PP1alpha, OMFP fluorescence | inhibition, % at 6.7 µM | 320,000 compounds, 0.9% hits;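 active means inhibition above the mean inhibition of all tested compounds plus 3 SD, computed separately for each screening campaign, cut at about 15% in these data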
# Target sequence (P62136 whole entry, looked up): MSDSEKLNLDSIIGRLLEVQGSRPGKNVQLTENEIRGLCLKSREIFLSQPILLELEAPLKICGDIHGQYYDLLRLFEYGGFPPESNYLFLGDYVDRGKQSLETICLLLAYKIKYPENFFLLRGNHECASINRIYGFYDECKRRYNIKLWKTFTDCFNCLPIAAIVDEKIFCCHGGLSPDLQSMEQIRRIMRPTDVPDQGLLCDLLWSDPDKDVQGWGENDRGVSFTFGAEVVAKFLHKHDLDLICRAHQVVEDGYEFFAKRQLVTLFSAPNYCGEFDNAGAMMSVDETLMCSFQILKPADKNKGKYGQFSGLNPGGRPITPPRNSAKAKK
# PP5 inh: blocks human protein phosphatase 5 activity; P53041; purified PP5c, OMFP substrate fluorescence; inhibition, % at 6.7 µM; 320,000 compounds, 0.18% hits; AID 1987;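 active means inhibition above the campaign's mean inhibition across all tested compounds plus 3 SD, cut at about 9.5% in these data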;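 further: 0% = DMSO only and 100% = 100 µM cantharidin control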
# HCV core dimer: HCV core protein dimerization inhibition. TR-FRET GST/Flag-core106 dimerization, 1536-well. inhibition, % at 5 µM. 300,000 compounds, 0.33% hits;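 active means inhibition above the mean of all tested compounds plus 3 SD, set per screening campaign, cut at about 45% in these data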
#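 Material: Tagged HCV core106 pair (GST and Flag) | Amount: GST-core106 13.5 nM, Flag-core106 17 nM | Medium: KF-containing HEPES buffer, pH 7.45, DTT, CHAPS, BSA | Reagent: Eu donor and XL665 acceptor anti-tag antibodies | Schedule: 4 h at 22.5 °C | Technique: Time-resolved FRET, ex 340 nm, em 617 and 671 nm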
# proCasp7 act: activates human procaspase-7, counter-screen for procaspase-3 activators; P55210; recombinant procaspase-7, Ac-DEVD-pNA absorbance 405 nm; D23A/D198A/D206A triple mutant, cannot self-cleave; scale: DMSO 0, 5 µM enzyme 100; activation, % at 8.5 µM; 330,000 compounds, 0.093% hits;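 active means percent activation above the screen-wide mean plus 3 SD, cut at about 25% in these data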
#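 Assay system: Uncleavable procaspase-7 mutant enzyme; Input: 2 µM procaspase-7 mutant as dispensed; Also added: DEVD-pNA substrate; Medium: Zinc-free HEPES pH 7.4 with 300 mM NaCl, 0.01% Triton X-100; Timing: 1 h compound preincubation, 2 h substrate cleavage, 25 °C; Measured by: Epi-absorbance of released pNA at 405 nm, two timepoints.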
# TPT1 inh: C. albicans TPT1 enzyme inhibition; inhibition, % at 5 µM; recombinant caTPT1, FP RNA substrate dephosphorylation; 300,000 compounds, 0.81% hits; AID 1962;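 active means inhibition above the mean of all tested compounds plus 3 SD, set per screening campaign, cut at about 24% in these data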;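 further: plate controls were DMSO alone for no effect and ferristatin control at 100 nM for full effect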
# Efflux pump mplx: inhibitors of Candida antifungal efflux pumps expressed in yeast | 330,000 compounds, 0.44% hits | S. cerevisiae Candida pump triplex, Nile Red efflux | inhibition, % at 10 µM;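 active means plate passing quality check with inhibition over a set limit, or well fluorescence over plate mean plus 4 SD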;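 further: Nile Red retained in pooled yeast measured as flow cytometry median fluorescence; 0% = buffer negative control and 100% = Enniatin B positive control; higher means more Nile Red kept so more efflux inhibition; some compounds called inactive have numbers as strong as hits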
# JMJD2C inh: blocks human GASC-1 demethylase activity; Q9H3R0; GST-JMJD2C(1-420) H3K9me3 demethylation, DELFIA europium; inhibition, % at 2.35 µM; 330,000 compounds, 0.069% hits;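 active means more than half of a compound's replicate wells show inhibition beyond 50%, single wells judged on their own value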;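 further: signal counts dimethyl H3K9 product captured on neutravidin plate; 0% = median of DMSO wells and 100% = 0.3 times that DMSO median; strong numbers were not always called active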
# Target sequence (Q9H3R0 1-420 limits assumed): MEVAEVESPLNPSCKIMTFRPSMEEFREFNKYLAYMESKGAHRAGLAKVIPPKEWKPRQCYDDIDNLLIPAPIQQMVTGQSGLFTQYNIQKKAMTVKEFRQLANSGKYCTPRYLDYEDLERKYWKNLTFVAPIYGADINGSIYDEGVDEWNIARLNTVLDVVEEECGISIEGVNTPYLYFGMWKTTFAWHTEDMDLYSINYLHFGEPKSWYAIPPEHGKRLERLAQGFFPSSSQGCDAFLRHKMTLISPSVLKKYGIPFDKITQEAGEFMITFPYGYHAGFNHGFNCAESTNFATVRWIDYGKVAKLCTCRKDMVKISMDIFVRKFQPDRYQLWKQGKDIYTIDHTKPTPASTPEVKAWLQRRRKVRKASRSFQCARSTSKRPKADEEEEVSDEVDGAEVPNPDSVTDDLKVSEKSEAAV
# The depositor's hits bear a star; . = no result given.
Molecule | proCasp7 act | procasp3 activ | PP1 counter | PP5 inh | Efflux pump mplx | JMJD2C inh | TPT1 inh | CTSL1 counter | HCV core dimer
COc1ccc(CNC(=O)C[C@H]2C(=O)N(c3ccccc3)C[C@@H]2Cc2ccccc2)cc1 | 5.7 | 1.3 | 4.2 | 4.1 | -0.1 | 29.3 | -0.1 | 2.7 | 0.5
COc1cc(-c2[nH]ncc2CN2CCN(Cc3cccs3)CC2)cc(OC)c1OC | 2.7 | -4.2 | -1.5 | 0.6 | 0.0 | 9.3 | 1.8 | -0.9 | 1.2
Cn1c(N2CCOCC2)nc2c1c(=O)n(Cc1ccc(Cl)c(Cl)c1)c(=O)n2C | 0.1 | 2.5 | -0.6 | -0.6 | 0.1 | 2.6 | -0.5 | 9.5 | 8.1
CC(C)C(=O)Nc1cccc(NC(=S)NC(=O)c2ccc3c(c2)OCO3)c1 | 11.6 | -4.6 | 0.0 | 1.8 | -0.1 | 4.5 | -1.9 | -0.5 | 4.1
CCOC(=O)c1ccc(NC(=O)c2cn(-c3ccccc3)nc2-c2ccncc2)cc1 | 11.7 | -3.4 | 8.0 | 7.5 | 0.0 | 4.8 | -5.4 | 1.0 | 17.1
O=c1c2cc(N3CCOCC3)ccc2[nH]c(=S)n1Cc1ccc(Cl)cc1 | 7.0 | 7.9 | 3.4 | 3.5 | 0.1 | 4.6 | 4.0 | -1.8 | 2.2
Cc1ccc2oc(=O)cc(CN3CC(C)OC(C)C3)c2c1 (stereo unspecified) | -0.4 | -4.0 | 0.1 | -0.3 | -0.1 | -0.1 | -0.2 | -3.2 | -1.8
CN(Cc1ccccc1)c1ccc(C(CC(N)=O)NC(=O)Cc2cccc3ccccc23)cc1[N+](=O)[O-] (stereo unspecified) | -4.1 | 3.8 | 7.0 | 4.6 | -0.1 | 13.7 | 0.0 | -0.2 | -1.6

# One compound at a time, from the list above. Values in the order: proCasp7 act | procasp3 activ | PP1 counter | PP5 inh | Efflux pump mplx | JMJD2C inh | TPT1 inh | CTSL1 counter | HCV core dimer
# `CCOC(=O)c1ccc(NC(=O)c2cn(-c3ccccc3)nc2-c2ccncc2)cc1` in the list: 11.7 | -3.4 | 8.0 | 7.5 | 0.0 | 4.8 | -5.4 | 1.0 | 17.1
# `CC(C)C(=O)Nc1cccc(NC(=S)NC(=O)c2ccc3c(c2)OCO3)c1` in the list: 11.6 | -4.6 | 0.0 | 1.8 | -0.1 | 4.5 | -1.9 | -0.5 | 4.1

# The list continues.
Molecule | proCasp7 act | procasp3 activ | PP1 counter | PP5 inh | Efflux pump mplx | JMJD2C inh | TPT1 inh | CTSL1 counter | HCV core dimer
COc1cc(/C=N/NC(=O)CCN2CCCCC2)ccc1O | 8.4 | 0.3 | -4.7 | 0.4 | 0.0 | 5.6 | -1.7 | 0.0 | -6.1
CC(C)C(=O)Nc1ccc2c(c1)Cc1cc(NC(=O)C(C)C)ccc1-2 | 0.9 | -2.4 | -1.9 | 1.0 | 0.1 | -0.5 | -2.8 | 0.3 | -3.7
Cn1cccc1/C=C1\SC(=S)N(CC(=O)O)C1=O | -21.0 | -7.9 | -0.9 | -0.9 | 0.1 | -3.6 | 107.6* | 7.1 | -2.8
O=[N+]([O-])c1ccc(C(O)CN=Cc2ccc(O)cc2O)cc1 (stereo unspecified) | 14.8 | 1.1 | 0.1 | 1.2 | -0.1 | -5.5 | -1.6 | -4.8 | 3.6
O=CN1CCN(C2CC(=O)N(c3ccc(Br)cc3)C2=O)CC1 (stereo unspecified) | -7.5 | -8.9 | -2.2 | -4.9 | -0.2 | -2.9 | 2.9 | 16.2 | -10.3
COc1ccc(N(C(=O)C2CCCCC2)C2C=CS(=O)(=O)C2)c(OC)c1 (stereo unspecified) | -9.8 | -7.2 | -3.9 | 1.4 | 0.2 | 0.4 | -1.4 | 0.2 | -0.4
CC[C@@H]1[C@H]2CCCC(=O)N3CC[C@@H](C[C@@H]1Nc1ccccc1)[C@@H]23 | -3.9 | 9.4 | -0.7 | 3.6 | 0.0 | -6.7 | 2.6 | -1.8 | 11.1
COc1ccc(C)cc1S(=O)(=O)NNc1nc(C)cc(C)n1 | 1.3 | -0.5 | . | . | -0.1 | 0.3 | . | . | .

# An excerpt of these results, with two lines to a compound.
# Results follow in this order: proCasp7 act	procasp3 activ	PP1 counter	PP5 inh	Efflux pump mplx	JMJD2C inh	TPT1 inh	CTSL1 counter	HCV core dimer
> COc1ccc(CNC(=O)C[C@H]2C(=O)N(c3ccccc3)C[C@@H]2Cc2ccccc2)cc1
    5.7	1.3	4.2	4.1	-0.1	29.3	-0.1	2.7	0.5
> COc1cc(-c2[nH]ncc2CN2CCN(Cc3cccs3)CC2)cc(OC)c1OC
    2.7	-4.2	-1.5	0.6	0.0	9.3	1.8	-0.9	1.2
> Cn1c(N2CCOCC2)nc2c1c(=O)n(Cc1ccc(Cl)c(Cl)c1)c(=O)n2C
    0.1	2.5	-0.6	-0.6	0.1	2.6	-0.5	9.5	8.1
> CC(C)C(=O)Nc1cccc(NC(=S)NC(=O)c2ccc3c(c2)OCO3)c1
    11.6	-4.6	0.0	1.8	-0.1	4.5	-1.9	-0.5	4.1
> CCOC(=O)c1ccc(NC(=O)c2cn(-c3ccccc3)nc2-c2ccncc2)cc1
    11.7	-3.4	8.0	7.5	0.0	4.8	-5.4	1.0	17.1
> O=c1c2cc(N3CCOCC3)ccc2[nH]c(=S)n1Cc1ccc(Cl)cc1
    7.0	7.9	3.4	3.5	0.1	4.6	4.0	-1.8	2.2
> Cc1ccc2oc(=O)cc(CN3CC(C)OC(C)C3)c2c1 (stereo unspecified)
    -0.4	-4.0	0.1	-0.3	-0.1	-0.1	-0.2	-3.2	-1.8
> CN(Cc1ccccc1)c1ccc(C(CC(N)=O)NC(=O)Cc2cccc3ccccc23)cc1[N+](=O)[O-] (stereo unspecified)
    -4.1	3.8	7.0	4.6	-0.1	13.7	0.0	-0.2	-1.6
> COc1cc(/C=N/NC(=O)CCN2CCCCC2)ccc1O
    8.4	0.3	-4.7	0.4	0.0	5.6	-1.7	0.0	-6.1
> CC(C)C(=O)Nc1ccc2c(c1)Cc1cc(NC(=O)C(C)C)ccc1-2
    0.9	-2.4	-1.9	1.0	0.1	-0.5	-2.8	0.3	-3.7

# (more compounds)
Molecule | proCasp7 act | procasp3 activ | PP1 counter | PP5 inh | Efflux pump mplx | JMJD2C inh | TPT1 inh | CTSL1 counter | HCV core dimer
COCCNC(=O)C(=O)NNC(=O)c1ccccc1OC | -3.0 | 4.4 | 0.1 | 2.6 | -0.1 | -1.3 | -0.4 | 1.0 | 8.6
CCC/C(O)=C1\C(=O)CCCC1=NCCc1c(C)[nH]c2ccc(OC)cc12 | -1.3 | 5.1 | 1.2 | 1.7 | -0.2 | -1.5 | -2.7 | -1.5 | -1.5
CCOC(=O)c1[nH]c(C)c(C(=O)N(C)C)c1C | 8.5 | 8.8 | -4.3 | -0.1 | -0.5 | -24.9 | -1.2 | 2.6 | 0.7
CCOc1ccc(N(CC(=O)Nc2cc(C)ccc2C)S(=O)(=O)c2c(C)[nH]c(=O)[nH]c2=O)cc1 | 3.9 | -0.5 | -4.5 | -1.0 | -0.1 | 0.0 | 2.7 | 0.0 | 10.2
O=C(NCC(c1ccco1)N1CCc2ccccc2C1)c1cccc(Br)c1 (stereo unspecified) | 7.7 | 5.7 | -0.7 | 1.5 | 0.1 | 84.5 | 0.0 | 2.0 | 3.9
CCN(Cc1ccccc1)C(c1ccc(C(F)(F)F)cc1)c1nnnn1C(C)(C)C (stereo unspecified) | 10.4 | -3.6 | 15.3* | -0.1 | 0.0 | 0.1 | 0.6 | 1.1 | -0.8
CC1(C)CC(=O)C(C2(O)C(=O)Nc3ccccc32)CO1 (stereo unspecified) | 1.9 | 7.1 | -1.4 | -0.3 | 0.0 | 2.2 | 0.5 | -0.3 | 1.0
Cc1cc(Br)c(OCC(=O)NN)c2c1CCC2 | -1.1 | 0.4 | -2.4 | -2.2 | -0.1 | 14.7 | -2.2 | 0.5 | -0.8
CN(C)Cc1c(O)ccc2c(-c3ccccc3)cc(=O)oc12 | -6.3 | 0.6 | -2.4 | 2.4 | 0.0 | -5.0 | -2.1 | 1.0 | 0.6
Cn1cc(S(=O)(=O)N2CCc3ccccc3C2)c(=O)n(C)c1=O | 2.2 | 3.9 | -1.4 | -3.0 | 0.0 | 60.7 | 0.1 | -0.1 | 4.2
